# D3 ag: activates the human D3 dopamine receptor | max activation, % | 0.58% of 410,000 active | AID 652048 | D3R DiscoveRx beta-arrestin cells, luminescence, 90 min | P35462; in the data active = max activation above about 30%; also: 0% is about no effect; mostly tested at two doses, the higher about 12 µM
# Target sequence (P35462 whole entry, looked up): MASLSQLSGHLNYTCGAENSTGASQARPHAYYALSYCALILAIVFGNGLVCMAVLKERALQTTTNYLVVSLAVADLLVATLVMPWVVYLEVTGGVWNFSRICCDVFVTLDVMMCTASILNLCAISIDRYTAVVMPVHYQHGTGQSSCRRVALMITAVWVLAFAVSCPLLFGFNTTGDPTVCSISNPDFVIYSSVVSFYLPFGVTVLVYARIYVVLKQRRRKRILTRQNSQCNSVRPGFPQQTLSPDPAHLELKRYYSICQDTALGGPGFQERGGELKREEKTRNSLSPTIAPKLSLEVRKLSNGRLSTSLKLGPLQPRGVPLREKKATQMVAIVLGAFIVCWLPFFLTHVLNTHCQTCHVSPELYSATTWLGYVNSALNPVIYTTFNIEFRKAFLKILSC
#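 Agonist-mode cell screen: cells plated at 1500/well and incubated overnight at 37 °C, then exposed to library compounds for 90 min at 37 °C. Detection reagent was added for 30–60 min at room temperature, and luminescence was read.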
# TDP-43 yeast inh: TDP-43 toxicity inhibition in yeast. AID 652104. 1.8% of 410,000 active. Potency, µM (doses to about 46.1 µM), inactives show at the highest dose growth rescue (activation), hits mostly activators. TDP-43 expressing yeast growth rescue, BacTiter-Glo, 24 h; also: potency is read from the fitted curve at half-maximal effect; % of control where 0% means no effect; nearly all actives have a fitted effect of over 50% in size
#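 Luminescence from BacTiter-Glo reports growth of TDP-43-expressing yeast after 24 hr at 30 deg C with compound. Cells were raffinose-pregrown to mid-log, then seeded in galactose medium at OD600=0.02.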
# DRD3 antagonist: D3 dopamine receptor (human) antagonism; P35462; AID 652054; D3R cells, DiscoveRx beta-arrestin luminescence, antagonist mode; hits give low values; 2.5% of 360,000 active; max response, negative = inhibition, %; in the data active = max response below about -50%; inconclusive = no clear call, values can overlap the other calls; also: % is scaled to controls: 0 for no effect and ±100 for the full control effect; mostly tested at two doses, the higher about 12 µM
#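 Cells plated overnight at 1500 cells/well, then exposed to library compounds with dopamine controls for 90 minutes at 37 degrees C. DiscoveRx reagent added for 30–60 minutes at room temperature; luminescence read, quantitative HTS format.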
# GLP1R cytotox: cytotoxicity counter-screen for GLP-1 receptor inverse agonists. HEK293 cAMP-luciferase reporter cells, luminescence, 24 h. Potency, µM (titrated, usually from 38.3 µM), inactives show at the top dose activity change, negative = inhibition, hits mostly inhibitors. 0.13% of 410,000 active;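 also: loss of luciferase light is scored as toxicity; potency is read from the fitted curve at half-maximal effect; % is scaled to controls: 0 for no effect and ±100 for the full control effect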
#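 MLSMR compounds, 24 hr on cells at 37 deg C/5% CO2; luminescence after luciferase reagent (12 min RT). Inhibition counted as the undesired cytotoxic outcome.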
# KB-V1 cytotox: kills drug-selected multidrug resistant KB-V1 cells; 3.4% of 400,000 active; AID 1347076; KB-V1 MDR cells viability, CellTiter-Glo, 72 h; Potency, µM (top dose mostly 46.1 µM), for inactives: at the highest dose activity change, negative = cytotoxicity, usual class: cytotoxic; also: potency is read from the fitted curve at half-maximal effect; % is scaled to controls: 0 for no effect and ±100 for the full control effect; nearly all actives have a fitted effect of over 60% in size
#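 Compound-treated KB-V1 multidrug-resistant cells, 72 h, 37 degrees C; viability by CellTiter-Glo. Fitted qHTS curves give the values.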
# GLP1R ag: agonists of human GLP-1 receptor; P43220; 0.007% of 380,000 active; Potency, µM (top dose mostly 45.6 µM), for the others: at the top dose activation, hits mostly activators; HEK293 GLP-1R CRE-luciferase, luminescence, 4-6 h; cells express a hypersensitive GLP-1R form; AID 624172; also: potency is read from the fitted curve at half-maximal effect; % of control where 0% means no effect
# PTHR1 agonist: activates the human parathyroid hormone receptor PTHR1. 0.075% of 410,000 active. Q03431. Potency, µM (titrated, usually from 115 µM), for the others: at the top dose activation, hits mostly activators. HEK293 GP2 PTHR1 cells, GloSensor cAMP luminescence, 1 h; also: potency is read from the fitted curve at half-maximal effect; nearly all actives have a fitted effect of over 55% in size; some results filed as inactive show a strong effect at the top dose; inactives centre near -15; many of its hits are not listed in these tables
# Target sequence (Q03431 whole entry, looked up): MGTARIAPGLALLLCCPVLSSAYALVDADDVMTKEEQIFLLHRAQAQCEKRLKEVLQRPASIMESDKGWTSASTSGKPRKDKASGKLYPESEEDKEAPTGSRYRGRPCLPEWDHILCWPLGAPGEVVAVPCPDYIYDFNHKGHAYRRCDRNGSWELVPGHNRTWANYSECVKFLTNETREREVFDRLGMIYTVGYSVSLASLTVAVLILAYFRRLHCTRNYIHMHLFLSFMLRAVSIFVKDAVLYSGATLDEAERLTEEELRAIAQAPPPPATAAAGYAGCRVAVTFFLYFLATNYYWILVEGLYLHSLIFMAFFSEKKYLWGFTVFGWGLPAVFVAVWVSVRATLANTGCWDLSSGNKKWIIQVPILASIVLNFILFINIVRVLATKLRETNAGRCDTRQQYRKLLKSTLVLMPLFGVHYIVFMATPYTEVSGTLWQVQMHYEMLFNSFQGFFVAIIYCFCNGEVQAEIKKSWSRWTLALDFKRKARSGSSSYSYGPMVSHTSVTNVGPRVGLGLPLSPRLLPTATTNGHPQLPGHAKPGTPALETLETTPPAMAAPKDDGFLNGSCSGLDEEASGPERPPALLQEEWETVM
#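 HEK-293-derived GP2 cells expressing PTHR1 and a GloSensor cAMP reporter, 3,000/well, plated overnight, given luciferin plus IBMX (each 0.5 mM as added) for 1 h at 37 °C, then compound for 1 h at 37 °C. Luminescence was read after 15 min at room temperature.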
# aSyn rescue: alpha-synuclein toxicity inhibition in yeast; Yeast expressing alpha-synuclein, growth rescue, BacTiter-Glo, 24 h; Potency, µM (top dose mostly 46.1 µM), for the others: at the highest dose growth rescue (activation), actives largely listed as activators; 0.14% of 370,000 active; also: potency is read from the fitted curve at half-maximal effect; % of control where 0% means no effect; nearly all actives have a fitted effect of over 65% in size
#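 Galactose-induced alpha-syn yeast (OD600=0.02, raffinose-pregrown) + pinned cpd, 24 hr, 30 deg C; growth by BacTiter-Glo luminescence. Growth restoration scores as activation.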
# GLP-1R inv ag: acts as inverse agonist at human GLP-1 receptor; P43220; HEK293 GLP-1R CRE-luciferase, luminescence, 24 h; GLP-1R form is constitutively active; Potency, µM (top dose mostly 38.3 µM), for inactives: at the top dose activity change, negative = inhibition, usual class: inhibitors; 1.6% of 410,000 active; also: potency is read from the fitted curve at half-maximal effect; % is scaled to controls: 0 for no effect and ±100 for the full control effect; nearly all actives have a fitted effect of over 55% in size
#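 Stable HEK293 clone (constitutively active GLP-1R + cAMP-response luciferase); 200 cells/uL plated, 12 h pre-culture, compound 24 hr, 37 deg C/5% CO2; detection reagent 12 min RT; luminescence.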
# The depositor's hits bear a star; i = inactive; ? = inconclusive; . = no result given; [ ] = another dose, or the depositor's remark. Unless noted, calls follow the shape of the dose curve; as a rule, active = well fitted curve in the direction sought with a large enough effect; inconclusive = small, poorly fitted or top-dose-only effect, or another doubt; inactive = no such curve, though single readings can be large; an effect the other way counts as inactive or inconclusive.
SMILES,D3 ag,TDP-43 yeast inh,DRD3 antagonist,GLP1R cytotox,KB-V1 cytotox,GLP1R ag,PTHR1 agonist,aSyn rescue,GLP-1R inv ag
COc1cc2ccccc2cc1C(=O)Nc1ccc(O)cc1,8,13%,23,39%[activator],2%,-21%,-39%[inhibitor],-9%,-12%
CSc1nnc(NC(=O)c2ccc(C)c(S(=O)(=O)N3CCOCC3)c2)s1,-2,-9%,0,-9%,13%,-15%,i,-2%,0%
CCN1CCN(C(=O)c2ccc3c(c2)N(Cc2ccc(F)cc2)C(=O)c2ccccc2S3=O)CC1 (stereo not drawn),-10,7%,?,-3%,0%,-5%,-21%,-5%,5%
O=C1C=C(c2ccc3ncccc3c2)C[C@@H](c2ccc3c(c2)OCO3)C1,-14,?,?,-19%,?,8%,-94%[inhibitor],8%,-18%
COC1CCN(Cc2c(C(=O)N3C[C@@H](C)O[C@@H](C)C3)nc3ccc(Cl)cn23)CC1,-2,-23%,0,3%,-16%,5%,?,-8%,13%
COC(=O)c1c(NC(=O)c2ccccc2N(C)S(=O)(=O)c2ccccc2)sc2c1CCCC2,-7,-12%,-29,1%,6.5µM*,16%,-4%[57.5 µM],0%,-3%
CCCC(c1nnnn1CS(=O)(=O)c1ccc(C)cc1)N1CCN(CC)CC1 (stereo not drawn),-6,-30%[inhibitor],-10,-2%,3%,3%,-9%,-2%,-25%
CNC(=O)C(=O)N1CCC2(CC1)OCCN2S(=O)(=O)c1ccc(C)cc1,8,-13%,3,6%,8%,9%,-9%,-11%,4%
Cc1ccc(-c2n[nH]c(=S)n2/N=C/c2ccc(C(=O)O)cc2)cc1,-3,6%,-25,-6%,2%,-5%,-16%,-1%,6%
CCN(CC)S(=O)(=O)c1ccc(C(=O)OC2CCCCC2CN(C)C)cc1 (stereo not drawn),-20,-15%,-26,1%,-26%,-3%,-10%[57.5 µM],0%,11%
CCOC(=O)C1=C(COC(=O)CCOc2cccc(C)c2)NC(=O)NC1C (stereo not drawn),2,-2%,0,12%,-13%,5%,i,0%,18%
COc1ccccc1C1c2[nH]c3ccccc3c2C[C@H]2C(=O)N(C3CCN(Cc4ccccc4)CC3)CC(=O)N12 (stereo partly drawn),-10,-1%,-23,-7%,-8%,-1%,i,5%,5.6µM*
CC(C)(C)NC(=O)NC(=O)CN1CCN(c2ccc(O)cc2)CC1,-3,-5%,7,-3%,?,4%,-22%,-2%,?
O=C1CSC(=S)N1N=Cc1ccc(OCc2ccccc2)cc1,4,0%,14,-8%,0%,0%,i,2%,6%
O=P1(NC2CCCC2)OCC2(CO1)COP(=O)(NC1CCCC1)OC2 (stereo not drawn),3,-3%,4,-4%,3%,1%,i,2%,4%
O=C(NCCc1c[nH]c2ccccc12)C(=O)c1c[nH]c2ccccc12,-8,6%,11,-30%,-6%,-5%,-22%,0%,4.5µM*
O=C(Nc1ccc(S(=O)(=O)N2CCCCC2)cc1)C1CCCO1 (stereo not drawn),-5,-5%,-9,-6%,-1%,6%,-16%,-7%,2%
CC(NC(=S)NCCCN1CCOCC1)C12CC3CC(CC(C3)C1)C2 (stereo not drawn),-16,-9%,-13,-20%,-8%,-1%,i,-5%,?
Cc1cccn2c(=O)c(/C=N/O)c(N3CCOCC3)nc12,4,10%,1,16%,-19%,11%,-26%,-5%,2%
Cc1ccc(C(=O)CCC(=O)Nc2ccc(Cl)c(S(=O)(=O)Nc3cccc(Cl)c3)c2)cc1,-3,4%,?,-3%,16µM*,-1%,-21%,8%,-20%
COCCN(C(=O)CSc1nncn1-c1ccccc1)c1c(N)n(Cc2ccccc2)c(=O)[nH]c1=O,2,4%,-28,6%,?,1%,i,2%,5%
CCN(CC(=O)Nc1c(F)cccc1F)C(=O)CCSc1ccc(F)cc1,-8,-25%,-7,-1%,2%,4%,-71%,-2%,?
NC(=O)CCc1c[nH]c2ccccc12,-1,11%,7,4%,12%,-3%,i,1%,2%
CCn1c(SCC(=O)Nc2c(C)n(C)n(-c3ccccc3)c2=O)nc2c1c(=O)n(C)c(=O)n2C,5,-13%,2,-3%,1%,15%,i,0%,-4%
O=C(CCC(=O)OCC(=O)c1ccc(-c2ccccc2)cc1)Nc1cccc2cccnc12,4,20%,-1,-14%,7%,-6%,i,3%,?

# Two successive records out of the list so far, quoted:
SMILES,D3 ag,TDP-43 yeast inh,DRD3 antagonist,GLP1R cytotox,KB-V1 cytotox,GLP1R ag,PTHR1 agonist,aSyn rescue,GLP-1R inv ag
COc1cc2ccccc2cc1C(=O)Nc1ccc(O)cc1,8,13%,23,39%[activator],2%,-21%,-39%[inhibitor],-9%,-12%
CSc1nnc(NC(=O)c2ccc(C)c(S(=O)(=O)N3CCOCC3)c2)s1,-2,-9%,0,-9%,13%,-15%,i,-2%,0%

# More results follow:
SMILES,D3 ag,TDP-43 yeast inh,DRD3 antagonist,GLP1R cytotox,KB-V1 cytotox,GLP1R ag,PTHR1 agonist,aSyn rescue,GLP-1R inv ag
COc1ccc(OCC(=O)Nc2ccc(NC(=O)c3ccco3)cc2)cc1,3,17%,22,2%,0%,-25%,i,0%,6%
COC(=O)[C@@]1(Cc2ccc(F)cc2)[C@@H]2[C@@H](CC(=O)[C@H]2CC(=O)C(=O)N(C)C)CN1C(=O)c1ccccc1,6,20%,-2,17%,11%,-4%,i,2%,1%
O=C(CSc1nnc(-c2ccccc2)o1)N1CCN(c2ccccc2)CC1,-7,-11%,11,-11%,15%,-16%,i,3%,0%
CCc1nc2ccc(C(=O)N3CCN(C(=O)c4ccco4)CC3)cn2c1N(C=O)Cc1ccc(OC)cc1,-10,-16%,-5,3%,-17%,4%,2%,-2%,8%
NC(Cc1ccc(F)cc1)c1csc(Nc2nncc3ccccc23)n1 (stereo not drawn),1,23%,7,-29%,3%,-6%,-2%,-18%,?
CCN1CCC(n2nccc2NC(=O)c2ccccc2Cl)CC1,-24,-18%,-10,-2%,19%,-4%,i,-2%,14%
COC(=O)C1=C(C)N(Cc2ccccc2)C(=NCc2ccc3c(c2)OCO3)N[C@H]1c1ccccc1,3,-2%,3,6%,-16%,-2%,-21%,5%,-7%
CCc1cc(=O)[nH]c(SCC(=O)N2CCOCC2)n1,-8,-12%,29,10%,-6%,1%,i,1%,33%[activator]
CC(C)Oc1ccc2ccccc2c1CNC[C@H]1O[C@@H](n2cnc(C(N)=O)n2)[C@H](O)[C@@H]1O,4,16%,-6,6%,-2%,3%,-1%,-6%,7%
CC(=O)N1N=C(c2ccncc2)CC1c1ccccc1O (stereo not drawn),1,0%,14,-1%,2%,3%,i,-7%,20%
N=C1C(c2ccccc2)=C(O)C2CCc3ccccc3N12 (stereo not drawn),-7,-1%,14,-37%,-8%,-4%,i,1%,12%
O=C(Cn1ccc(C(F)(F)F)n1)N/N=C/c1ccc(N2CCOCC2)cc1,-4,-18%[9.22 µM],6,0%[7.66 µM],5%,4%,-25%,1%,-3%[7.66 µM]
COc1ccc(C(=O)NN2CC(O)=C(c3nc4ccccc4n3C)C2=N)cc1OC,3,2%,9,-3%[1.53 µM],-1%,-9%,i,4%,0%
Cc1nc(SCc2ccc(Cl)c(Cl)c2)ncc1C(=O)O,-7,-41%[inhibitor],-18,-4%,3%,3%,-10%,10%,-18%
Cc1ccc(NC(=O)c2ccc(Cl)cc2Cl)c(C(=O)c2ccccc2)c1,-5,12%,.,13%,.,.,-13%,.,?
COc1cc(C(=O)NCC(=O)OCC(=O)c2cccc3ccccc23)cc(OC)c1OC,1,8%,13,-7%,25%,-4%,i,0%,10%
Cc1cc(C)n(CC2CC(=O)N(c3cc(Cl)cc(Cl)c3)C2=O)n1 (stereo not drawn),-9,9%,10,-6%,-3%,-6%,i,1%,14%
CCCC[C@@H]1CC2=C(C(=O)OC(C)(C)O2)[C@H](c2ccc(C(C)C)cc2)O1,-2,-4%,-1,3%,-19%,-4%,i,20%,?
O=C(CCNS(=O)(=O)c1cccs1)Nc1ccccc1F,0,14%,15,5%,0%,-5%,0%,-6%,3%
CC(C)(C)c1ccc(OCC(=O)OCCNC(=O)c2cccnc2)cc1,1,0%,-30,-11%,0%,-2%,i,4%,-1%
O=C(NCc1ccc(F)cc1)c1cc(C(=O)C2CC2)c[nH]1,-5,2%,22,-5%,-12%,-4%,i,1%,2%
COc1cccc(CN2CC(C(=O)NCCc3ccc(C)s3)CCC2=O)c1 (stereo not drawn),4,16%,-2,7%,.,10%,-1%,0%,-15%
COCC(C)n1c(C)cc(C(=O)COC(=O)c2cnc(Cl)c(Cl)c2)c1C (stereo not drawn),5,?,-7,2%,?,?,-17%,22%,17%
CCOc1ccc(C(C)(N)C(=O)O)cc1 (stereo not drawn),-3,3%,-14,-6%,?,-8%,i,-3%,4%
Cc1noc(C(=O)Nc2ccc(F)cc2F)c1Cl,8,-15%,0,-13%,0%,10%,-3%,9%,3%
CCN(CC)S(=O)(=O)c1ccc(Oc2ccccc2)cc1,-14,-12%,-18,10%,-13%,-2%,-25%,6%,-4%
CC1=C(C(=O)N(C(C)C)C(C)C)CC(CC(=O)NCCCN(C)C)C(=O)N1CCCN1CCCC1=O (stereo not drawn),7,22%,24,5%,8%,-4%,-9%,6%,28%
O=[N+]([O-])c1cccc2c3c([nH]c12)CCCC3,-7,20%,18,3%,-2%,8%,-23%,8%,-22%

# Three structures already listed, arranged by heavy-atom count, high to low:
SMILES,D3 ag,TDP-43 yeast inh,DRD3 antagonist,GLP1R cytotox,KB-V1 cytotox,GLP1R ag,PTHR1 agonist,aSyn rescue,GLP-1R inv ag
COc1ccc(C(=O)NN2CC(O)=C(c3nc4ccccc4n3C)C2=N)cc1OC,3,2%,9,-3%[1.53 µM],-1%,-9%,i,4%,0%
CCCC[C@@H]1CC2=C(C(=O)OC(C)(C)O2)[C@H](c2ccc(C(C)C)cc2)O1,-2,-4%,-1,3%,-19%,-4%,i,20%,?
O=C(CCNS(=O)(=O)c1cccs1)Nc1ccccc1F,0,14%,15,5%,0%,-5%,0%,-6%,3%

# Screening data as filed in PubChem BioAssay.

# These rows are one share of the data (hit frequency here may not be typical).
